# Screening results deposited in PubChem by several laboratories.
# MrgX1 agonist: activates human MrgX1 receptor signaling; Q96LB2; MrgX1-HEK293 cells, Fluo-4 calcium fluorescence, agonist mode; stronger effect = higher value; B-score at 10 µM; 310,000 compounds, 0.44% hits; AID 588627;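 active = calcium response B-score plate-corrected fluorescence ratio at least 3 library SD, with starting fluorescence B-score inside 5 SD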
#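 System: HEK293 cells stably expressing human MrgX1 receptor; Dosing: test compound in the initial addition of three; Schedule: overnight plating, then 30 min 37 °C plus 30 min room-temperature dye loading; Detection: kinetic calcium dye fluorescence, Fluo-4 NW; Controls: per-plate positive and negative controls for Z′ factor.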
# HIF act: HIF pathway transcriptional activation; U2OS HRE-luciferase reporter, luminescence; normalized: DMSO 0%, desferrioxamine 100%; activation, % at 7.5 µM (by protocol); 300,000 compounds, 0.32% hits; AID 1910;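 active = mean activation of at least 10% of the iron chelator positive control signal, with at least half of replicates also reaching 10%; inconclusive = mean and replicate majority disagree about reaching 10%; inactive = mean and most replicates under 10%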
# MrgX1 antag: human MrgX1 receptor antagonism, primary screen. 310,000 compounds, 1.3% hits. MRGX1-HEK293 calcium flux, Fluo-4, BAM8-22 antagonism; stronger effect = lower value. Q96LB2. B-score at 10 µM;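 active = calcium-response B-score plate-corrected more than 3 library SD below zero, starting fluorescence within 5 deviations, no agonist response on first addition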;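 also: peak minus trough fluorescence over baseline after final BAM8-22 challenge near maximal dose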
# TRPC6 inh: inhibitors of mouse TRPC6 channel; AID 2553; Q61143; HEK293-TRPC6, membrane potential dye, ACh-evoked depolarization; stronger effect = lower value; 310,000 compounds, 1.1% hits; B-score at 10 µM;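 active = B-score under library mean minus 3 SD, initial fluorescence not abnormally high, positive integrated signal ratio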;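 also: B-score derived from integrated fluorescence ratio over the kinetic read; more negative B-score means stronger inhibition of depolarization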
# Target sequence (Q61143 whole entry, looked up): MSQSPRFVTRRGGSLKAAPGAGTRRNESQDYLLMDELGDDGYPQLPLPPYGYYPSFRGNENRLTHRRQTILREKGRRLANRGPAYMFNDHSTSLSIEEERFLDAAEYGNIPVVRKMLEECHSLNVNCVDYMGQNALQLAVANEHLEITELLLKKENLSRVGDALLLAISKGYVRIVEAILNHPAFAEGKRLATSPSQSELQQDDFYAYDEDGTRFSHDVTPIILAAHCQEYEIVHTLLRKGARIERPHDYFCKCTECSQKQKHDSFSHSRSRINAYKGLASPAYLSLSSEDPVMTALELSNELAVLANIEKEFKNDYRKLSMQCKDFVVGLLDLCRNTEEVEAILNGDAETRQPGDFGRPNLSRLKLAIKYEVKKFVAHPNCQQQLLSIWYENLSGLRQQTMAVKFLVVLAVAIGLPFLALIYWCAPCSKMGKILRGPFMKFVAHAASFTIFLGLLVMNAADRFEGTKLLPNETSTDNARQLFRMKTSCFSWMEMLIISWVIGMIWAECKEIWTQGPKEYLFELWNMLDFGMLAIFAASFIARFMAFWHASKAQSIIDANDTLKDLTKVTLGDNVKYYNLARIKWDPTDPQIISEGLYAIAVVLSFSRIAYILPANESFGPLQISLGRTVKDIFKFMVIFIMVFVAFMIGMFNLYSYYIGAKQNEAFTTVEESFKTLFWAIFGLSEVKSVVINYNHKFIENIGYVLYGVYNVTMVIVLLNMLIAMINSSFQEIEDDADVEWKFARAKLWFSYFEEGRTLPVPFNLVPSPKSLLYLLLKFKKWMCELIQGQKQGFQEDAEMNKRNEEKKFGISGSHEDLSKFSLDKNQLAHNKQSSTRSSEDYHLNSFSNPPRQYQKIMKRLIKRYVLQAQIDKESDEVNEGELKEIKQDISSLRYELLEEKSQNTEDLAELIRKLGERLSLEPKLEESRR
# TRPC4 act: opens the mouse TRPC4 cation channel; 310,000 compounds, 0.49% hits; HEK293 TRPC4beta/mu-opioid, Fluo4 calcium fluorescence; stronger effect = higher value; B-score at 10 µM;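 active = B-score above 5 SD of library B-scores, and initial fluorescence ratio not above library mean plus 5 SD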;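 also: positive B-score marks a calcium rise read as TRPC4 activation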
#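 System – HEK293 cells stably co-expressing mouse TRPC4beta and mu-opioid receptor · Signal – Fluo4 calcium-sensitive dye fluorescence, kinetic, 1 Hz baseline · Benchmarks – buffer (low) and maximal DAMGO (high) · Read-out – B score of integrated fluorescence ratio per well · Incubation – dye loading 45 min room temperature, 110 s kinetic read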
# PolyA inhibitor: blocks polyadenylation in yeast reporter cells; S. cerevisiae SKY197-pL101 polyadenylation reporter, beta-gal luminescence; efflux-impaired pdr1/pdr3 knockout yeast; score 100 = 6 SD above DMSO; AID 1875; calls only at 12 µM; 300,000 compounds, 0.02% hits;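 active = lowest replicate activity score at least 50, where 100 means six control SD above control mean; inconclusive = lowest score under 50 but half or more replicates reach 50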;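 also: yeast exposed to compound for 9 h at 30 °C; higher score means more reporter readthrough which indicates perturbed polyadenylation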
# AI-2 QS modul: modulators of Vibrio harveyi AI-2 quorum sensing system | activity change, % at 7.5 µM | AID 2094 | 300,000 compounds, 0.4% hits | Vibrio harveyi JMH597 AI-2 luminescence/OD600 ratio, 9 h; stronger effect = lower value; strain lacks LuxN and CqsS sensors; 0 = neutral-control median; in the data active = activity change below about -75%, passing the limit was not always enough; inconclusive = no clear call, values can overlap the other calls;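 also: luminescence divided by OD600 gain over 9 h not by final OD600 alone; inactives centre near 13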
# TRPC4 PAM: allosteric potentiators of mouse TRPC4 channel | AID 2227 | HEK293 TRPC4beta/mu-opioid, DAMGO EC20, Fluo-4 Ca2+ flux; stronger effect = higher value | B-score at 10 µM | 310,000 compounds, 0.42% hits;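 active = B-score of calcium response area above 5 SD of library B-scores, with initial fluorescence ratio within 5 SD of library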;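 also: B-score of integrated fluorescence ratio over time as area under calcium response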
# TRPC6 activator: mouse TRPC6 channel activation. B-score at 10 µM. HEK293-TRPC6 membrane potential dye fluorescence; stronger effect = higher value. 310,000 compounds, 0.13% hits. AID 2550;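 active = B-score of the integrated fluorescence ratio above library mean plus 3 SD, and starting fluorescence ratio within library mean plus 5 SD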;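 also: higher score means more depolarization so channel activation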
# MrgX1 PAM: human MrgX1 positive allosteric modulation, primary screen. MrgX1-HEK293, Fluo-4 calcium flux, FDSS; stronger effect = higher value. B-score at 10 µM. 310,000 compounds, 0.63% hits. Q96LB2. AID 588675;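 active = plate-corrected calcium response at least 3 library SD above typical, normal starting fluorescence, not activating the receptor alone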;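 also: compound read alongside a low EC10 to EC30 dose of BAM8-22 agonist; peak minus trough fluorescence over baseline measured at the second addition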
# TRPC4 block: TRPC4 (mouse) channel inhibition. AID 2247. B-score at 10 µM. HEK293 TRPC4beta/mu-opioid, DAMGO-evoked Fluo4 calcium flux; stronger effect = lower value. 300,000 compounds, 0.39% hits. Q9QUQ5;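 active = B-score over 3 SD under the library average, no early fluorescence shift, positive overall ratio signal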
#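 System: stable TRPC4beta/mu-opioid receptor HEK293 cells; Dosing: single-point compound dosing; Measured by: Fluo4 Ca2+ flux fluorescence; Read-out basis: per-well B score of integrated baseline-normalized Fluo4 ratio.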
# * hit, by the source's call; i = inactive; ? = inconclusive. These rows are one share of the data; the hit share may differ from the screen's.
SMILES,MrgX1 agonist,HIF act,MrgX1 antag,TRPC6 inh,TRPC4 act,PolyA inhibitor,AI-2 QS modul,TRPC4 PAM,TRPC6 activator,MrgX1 PAM,TRPC4 block
COc1cccc(NC(=O)C2=COCCO2)c1,i,3.0,i,i,i,i,56.8,i,i,i,i
Cc1cccc(/C=N/NC(=O)c2cc(-c3cccnc3)nc3c2c(C)nn3-c2ccccc2)c1,i,0.4,i,i,i,i,12.1,i,i,i,i
COCc1cc(=O)n2[nH]c(C(F)(F)F)nc2n1,i,-0.1,i,i,i,i,20.5,i,i,i,i
CC1CCN(C(=O)C2CCC(C)(C(=O)O)C2(C)C)CC1 (stereo unspecified),i,-0.3,i,i,i,i,0.6,i,i,i,i
CCN1CCN(c2nc(-c3cccs3)nc3ccccc23)CC1,i,0.0,i,i,i,i,16.5,i,i,i,i
O=C(NCc1ccc(F)cc1)C1CCC(CNS(=O)(=O)c2cccs2)CC1 (stereo unspecified),i,-29.2,i,i,i,i,24.2,i,i,i,i
COc1cccc(NC(=O)CN(C)C(=O)c2cc(-c3ccco3)nc3ccccc23)c1,i,0.0,i,i,i,i,9.2,i,i,i,i
CCOC(=O)N1CCC(NC(=O)CC(NS(=O)(=O)c2ccc(Cl)cc2)c2ccco2)CC1 (stereo unspecified),i,0.0,i,i,i,i,13.1,i,i,i,i
CCCC(c1nnnn1C1CCCCC1)N1CCN(C2CCCC2)CC1 (stereo unspecified),i,-0.1,i,i,i,i,41.0,i,i,i,i
Cc1nc2sc3c(c2c(=O)n1/N=C/c1cccnc1)CCCC3,i,-0.4,i,i,i,i,-3.4,i,i,i,i
Nc1cccnc1-n1nc(C(F)(F)F)cc1C(F)(F)F,i,-0.5,i,i,i,i,0.0,i,i,i,i
CN=C1C([N+](=O)[O-])=CC=C2C1=NC1(CCCCC1)N2O,i,-0.3,i,i,i,i,14.0,i,i,i,i
O=C(CCCOc1cccc(Br)c1)NCCOc1ccccc1,i,0.1,i,i,i,i,25.2,i,i,i,i
CSc1ccccc1NC(=O)c1ccc([N+](=O)[O-])cc1,i,0.8,i,i,i,i,31.6,i,i,i,i
O=c1[nH]c(CN2CCN(Cc3ccc4c(c3)OCO4)CC2)nc2ccccc12,i,-0.3,i,i,i,i,9.8,i,i,i,i
Cc1cc(C)n(-c2ccc(C(=O)NCc3cccs3)cc2)n1,i,1.2,i,i,i,i,6.9,i,i,i,i
COc1ccc(OC)c(C(c2nnnn2CCc2ccccc2)N2CCN(c3ccccc3)CC2)c1 (stereo unspecified),i,-0.5,i,i,i,i,1.3,i,i,i,i
O=C1C2C3C=CC(C4CC34)C2C(=O)N1/N=C/c1cccs1 (stereo unspecified),i,0.1,i,i,i,i,9.9,i,i,i,i
Cc1ccc(S(=O)(=O)NCc2ccccc2)cc1,i,-10.8,i,i,i,i,25.9,i,i,i,i
O=C(N/N=C/c1c(O)n(-c2ccc(Cl)cn2)c(=O)c2ccccc12)c1ccncc1,i,1.0,i,i,i,i,8.0,i,i,i,i
CCOC(=O)C1CCN(C(=O)CN2C(=O)C(CC)Oc3ccccc32)CC1 (stereo unspecified),i,-0.1,i,i,i,i,18.0,i,i,i,i
CCN1CCN(CCCNC(=O)c2ccc(CS(=O)c3ccc(Br)cc3)o2)CC1 (stereo unspecified),i,-0.6,i,i,i,i,3.4,i,i,i,i
CCC(OC(=O)c1ccco1)C(=O)NCc1ccc2c(c1)OCO2 (stereo unspecified),i,0.3,i,i,i,i,16.1,i,i,i,i
O=c1[nH]c(SCc2ccccc2)nc2[nH]ncc12,i,0.0,i,i,i,i,2.5,i,i,i,i
CCN(CC)CCCNC(=O)Cn1ccc2ccccc2c1=O,i,0.4,i,i,i,i,9.8,i,i,i,i
CC(=O)CC(=O)NC1C2CC3CC(C2)CC1C3 (stereo unspecified),i,-2.1,i,i,i,i,10.5,i,i,i,i
CN(C)C(=O)c1ccc(Oc2ccc(C(=O)N(C)C)cc2)cc1,i,0.2,i,i,i,i,19.3,i,i,i,i
O=C1CC(NC(=O)c2ccc(Cl)cc2)C(=O)N1 (stereo unspecified),i,-7.9,i,i,i,i,15.0,i,i,i,i
COc1ccc(-c2nc(-c3ccccn3)ncc2S(C)(=O)=O)cc1,i,-0.1,i,i,i,i,29.2,i,i,i,i
O=C(Cn1nnc(-c2ccccc2Cl)n1)N1CCN(S(=O)(=O)c2ccc(Cl)cc2)CC1,i,1.7,i,i,i,i,30.8,i,i,i,i
Cc1occc1-c1nnc(-c2cc([N+](=O)[O-])cc([N+](=O)[O-])c2)o1,i,0.9,i,i,i,i,24.0,i,i,i,i
COC(=O)c1cc2occc2n1Cc1nc(-c2ccccc2C)oc1C,i,0.2,i,i,i,i,23.0,i,i,i,i
COc1ccc(-c2cc(C(=O)Nc3ccccc3SC)no2)cc1,i,3.0,i,i,i,i,18.5,i,i,i,i
FC(F)(Cl)c1nnc2ccc(Sc3ccccn3)nn12,i,1.2,i,i,i,i,4.7,i,i,i,i
CCOc1ccc(/C=C/C(=O)c2ccccc2)cc1OC,i,?,i,i,i,i,16.8,i,i,i,i
COc1ccccc1/C=C1\SC(=S)N(C(C(=O)O)c2ccccc2)C1=O (stereo unspecified),i,-0.4,i,i,i,i,10.6,i,i,i,i
COc1cccc(C(=O)O/N=C(\N)c2ccc(C)cc2)c1,i,4.6,i,i,i,i,16.0,i,i,i,i
CCn1cc(C(=O)N2CCc3ccccc32)c(=O)c2cc(S(=O)(=O)N3CC(C)CC(C)C3)ccc21 (stereo unspecified),i,-0.1,i,i,i,i,42.2,i,i,i,i
CCOC(=O)CN1C(=O)N[C@@H](c2ccc(Br)cc2)C(C(=O)OC)=C1C,i,-0.1,i,i,i,i,4.8,i,i,i,i
Cn1cc(Br)c(NS(=O)(=O)c2ccc(Cl)s2)n1,i,-0.5,i,i,i,i,23.4,i,i,i,i
Cc1c(Cl)cnc(NC(=O)COC(=O)CCS(=O)(=O)c2ccccc2)c1Cl,i,-11.7,i,i,i,i,35.6,i,i,i,i
O=C(COc1ccc2ccccc2c1)Nc1ccc(S(=O)(=O)N2CCCCCC2)cc1,i,-23.6,i,i,i,i,10.3,i,i,i,i
O=C(CCCc1nc2ccccc2s1)Nc1ccccc1,i,0.7,i,i,i,i,-0.6,i,i,i,i
CC(C)C(NC(=O)CCN1C(=O)c2ccccc2C1=O)c1ccccc1 (stereo unspecified),i,0.4,i,i,i,i,5.8,i,i,i,i
O=C(NCCc1c[nH]c2ccccc12)/C(=C\c1cccnc1)NC(=O)c1ccco1,i,0.8,i,i,i,i,4.4,i,i,i,i
CN(C)S(=O)(=O)c1ccc(Cl)c(NC(=O)CN2C(=O)NC3(CCCC3)C2=O)c1,i,-0.4,i,i,i,i,16.2,i,i,i,i
Cc1ccccc1-c1nn(-c2ccc(F)cc2F)cc1CNC1CC1,i,-0.5,i,i,i,i,5.1,i,i,i,i
Cc1cnc(C(=O)NCCc2ccc(C(F)(F)F)cc2)cn1,i,-0.7,i,i,i,i,12.6,i,i,i,i
O=C(NCCN1CCOCC1)c1cc(-c2ccccc2Cl)on1,i,2.2,i,i,i,i,20.1,i,i,i,i
CSC1=N/C(=C/c2cccnc2)C(=O)N1Cc1ccccc1,i,0.1,i,i,i,i,21.3,i,i,i,i
COc1cccc(/C=C/c2nc(S(=O)(=O)c3ccccc3)c(N(C)C)o2)c1,i,-0.9,i,i,i,i,10.4,i,i,i,i
COc1c(/C=N/Nc2nc(N3CCCCC3)nc(N3CCCCC3)n2)cccc1[N+](=O)[O-],i,0.0,i,i,i,i,17.8,i,i,i,i
CCCC(=O)NC(c1ccccc1OC)c1ccc2cccnc2c1O (stereo unspecified),i,69.0*,i,i,i,i,-22.1,i,i,i,i
NNC(=O)c1ccccc1OCCOc1ccccc1,i,0.4,i,i,i,i,21.5,i,i,i,i
Cc1c(CN(C)C)c2c(n1Cc1ccccc1)C(=O)c1ccc(Br)cc1-2,i,-1.0,i,i,i,i,19.6,i,i,i,i
CCN(Cc1ccccc1)C(=O)c1cccnc1,i,0.9,i,i,i,i,-0.3,i,i,i,i
CCCCNC(=O)C(=O)NCc1ccncc1,i,1.1,i,i,i,i,25.7,i,i,i,i
CN(c1ccc(OCC(=O)OCC(=O)c2c(N)n(C)c(=O)n(C)c2=O)cc1)S(=O)(=O)c1ccc2ccccc2c1,i,0.3,i,i,i,i,20.4,i,i,i,i
NNC(=O)c1ccc(CN2C(=O)c3cccc4cccc2c34)cc1,i,0.3,i,i,i,i,11.0,i,i,i,i
c1ccc(Cn2ccnc2-c2ccco2)cc1,i,0.5,i,i,i,i,27.2,i,i,i,i
# Following part.
SMILES,MrgX1 agonist,HIF act,MrgX1 antag,TRPC6 inh,TRPC4 act,PolyA inhibitor,AI-2 QS modul,TRPC4 PAM,TRPC6 activator,MrgX1 PAM,TRPC4 block
CCN(CC)c1ccc(/C=N/NC(=O)Nc2nonc2N)cc1,i,1.1,i,i,i,i,29.8,i,i,i,i
CC(=O)c1cc(O)c2ccccc2c1O,i,0.0,i,i,i,i,5.3,i,i,i,i
CCCCCOc1ccc(C(=O)Nc2ccc(S(=O)(=O)Nc3cc(C)on3)cc2)cc1,i,-0.6,i,i,i,i,12.5,i,i,i,i
CN(C)/C=N/c1nc(-c2ccc3ccccc3c2)cs1,i,2.8,i,i,i,i,28.9,i,i,i,i
Cc1cc(C)c[n+](C(C)C(=O)c2ccc(Cl)cc2)c1 (stereo unspecified),i,-0.3,i,i,i,i,31.4,i,i,i,i
COc1ccc(NC(=O)c2cnn(-c3ccccc3)c2C)c(OC)c1,i,0.2,i,i,i,i,15.3,i,i,i,i
Cc1cc(C(=O)NNS(=O)(=O)c2cccc(Cl)c2)nn1C(C)(C)C,i,-0.5,i,i,i,i,37.5,i,i,i,i
